From PubChem
MBD2 DNA inh – inhibitors of MBD2 binding to methylated DNA, primary screen, biochemical, TR-FRET, DNA-binding domain, human | 0.31% of 370,000 active | AID 686964, 2013 | Methyl-CpG-binding domain protein 2 (Homo sapiens), Q9UBB5 | inhibition, % at 4.4 µM | MBD2 binding to methylated oligonucleotide; in the data active = inhibition above about 13%
SIAE inh – human SIAE inhibitors, primary screen, biochemical, fluorescence polarization, FP-Rh probe, 1536-well HTS; Sialate O-acetylesterase (Homo sapiens), Q9HAT2; SIAE FP-Rh probe binding; inhibition, % at 9.66 µM; 0.69% of 370,000 active; AID 1053197, 2014;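 active = inhibition above a cutoff: mean of compounds within the control limits plus 3 SD of those, cut at about 17% in these data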;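 note: 0% = plate median of compound wells and 100% = probe without SIAE protein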
Target sequence (Q9HAT2 whole entry, looked up): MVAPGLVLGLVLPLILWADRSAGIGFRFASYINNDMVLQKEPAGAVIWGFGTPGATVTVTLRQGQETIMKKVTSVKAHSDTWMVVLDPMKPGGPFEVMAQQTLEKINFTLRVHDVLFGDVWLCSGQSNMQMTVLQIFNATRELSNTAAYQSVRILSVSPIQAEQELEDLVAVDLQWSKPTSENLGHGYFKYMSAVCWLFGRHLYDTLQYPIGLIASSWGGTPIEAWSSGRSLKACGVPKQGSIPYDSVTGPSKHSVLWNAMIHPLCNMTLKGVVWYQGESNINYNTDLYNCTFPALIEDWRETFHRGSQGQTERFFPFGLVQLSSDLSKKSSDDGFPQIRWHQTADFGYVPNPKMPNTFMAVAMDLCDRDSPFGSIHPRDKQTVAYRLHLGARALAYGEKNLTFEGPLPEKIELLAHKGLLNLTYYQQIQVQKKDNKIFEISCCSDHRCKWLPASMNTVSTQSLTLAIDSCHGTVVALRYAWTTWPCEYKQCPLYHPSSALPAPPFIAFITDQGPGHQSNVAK
UHRF1 binding – UHRF1 methylated DNA binding inhibitors, primary screen, counter-screen for MBD2 inhibitor project, biochemical, TR-FRET, human UHRF1, single concentration | E3 ubiquitin-protein ligase UHRF1 (Homo sapiens), Q96T88 | 0.75% of 370,000 active | UHRF1 binding to methylated oligo | inhibition, % at 4.4 µM | AID 687016, 2013; in the data active = inhibition above about 21%;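 note: UHRF1 SRA domain binding a hemimethylated CpG hairpin DNA probe; 0% = median of test compound wells and 100% = reference inhibitor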
KLK7 zymogen act – proKLK7 zymogen activators, primary screen, biochemical, fluorescence intensity; activation, % at 7 µM; 0.9% of 370,000 active; purified proKLK7, EDANS-DABCYL substrate fluorescence; 100% is mature enzyme control, 0% vehicle; Kallikrein-7 (Homo sapiens), P49862;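 active = activation above the mean of all tested compounds plus 3 SD, computed per campaign excluding outliers beyond control limits, cut at about 13% in these data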
PRMT1 inh – PRMT1 methyltransferase inhibitors, primary screen, biochemical, fluorescence polarization. 1.3% of 370,000 active. recombinant PRMT1, activity-based probe fluorescence polarization. Protein arginine N-methyltransferase 1 (Homo sapiens), Q99873. inhibition, % at 2.79 µM;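 active = inhibition above about 21% made by adding two undisclosed values, limit read from the data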
LEDGF integ inh – blockers of LEDGF/p75-dependent integrase strand transfer – biochemical, TR-FRET, high throughput, primary screen | HIV-1 integrase (with human LEDGF/p75) | inhibition, % at 3.7 µM | TR-FRET IN-LEDGF/p75 DNA integration, Eu/Cy5 | 0.64% of 370,000 active;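 active = inhibition above the screen-wide mean plus 3 SD, cut at about 13% in these data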;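 note: signal is the Cy5 over europium emission ratio at 671 and 618 nm; 0% = plate median of compound wells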
Tn7 DDE FP – inhibitors of Tn7 peptide binding to fibrin DD(E), primary screen, biochemical, fluorescence polarization, human fibrin, Tn7 probe; inhibition, % at 8.3 µM; FP displacement of FITC-Tn7 peptide from fibrin DD(E); 0% = median of compound wells per plate; 0.13% of 370,000 active;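 active = inhibition above the mean of compounds falling within the control limits plus 3 SD of them, cut at about 14% in these data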;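 note: 0% = plate median of compound wells and 100% = 10 µM Aha-Tn7 peptide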
Target sequence (P02675 whole entry, looked up): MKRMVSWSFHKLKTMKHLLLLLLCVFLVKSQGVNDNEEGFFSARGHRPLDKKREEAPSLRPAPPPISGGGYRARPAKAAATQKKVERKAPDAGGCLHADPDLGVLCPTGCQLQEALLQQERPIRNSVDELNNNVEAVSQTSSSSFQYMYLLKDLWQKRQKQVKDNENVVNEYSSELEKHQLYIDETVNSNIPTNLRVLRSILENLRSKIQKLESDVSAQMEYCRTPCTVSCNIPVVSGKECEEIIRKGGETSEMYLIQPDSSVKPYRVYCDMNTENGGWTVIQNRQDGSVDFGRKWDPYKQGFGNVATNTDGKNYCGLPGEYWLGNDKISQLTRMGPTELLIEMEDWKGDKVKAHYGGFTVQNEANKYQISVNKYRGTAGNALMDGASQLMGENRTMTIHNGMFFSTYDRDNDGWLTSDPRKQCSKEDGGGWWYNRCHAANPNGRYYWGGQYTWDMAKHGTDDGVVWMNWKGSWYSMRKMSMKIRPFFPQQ
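Measure: % inhibition scaled between sample-field median and high-control FP; Test system: human fibrin DD(E); Quantity: 2 µM final DD(E) protein; Doses: one dose, 8.3 µM nominal; Schedule: compound with protein 10 min, then 3 h after probe, room temperature; Detection: fluorescence polarization; Medium: Tris buffer with calcium and detergent, pH 7.8.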
Tn6 DDE FP – inhibitors of Tn6 peptide binding to fibrin DD(E), primary screen, biochemical, fluorescence polarization, human fibrin, Tn6 probe; Fibrinogen beta chain (Homo sapiens), P02675; Fibrin DD(E) TRITC-Tn6 fluorescence polarization displacement; inhibition, % at 8.3 µM; 0.21% of 370,000 active; AID 720509, 2013;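 active = inhibition above a per-campaign cutoff: mean of compounds within control limits plus 3 SD, cut at about 15% in these data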;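 note: 0% = median of all compound wells on the plate and 100% = blocking peptide control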
TCR-CD3 inh – inhibitors of human TCR-CD3 interaction, primary screen, biochemical, fluorescence, TAMRA-labeled TCR probe | inhibition, % at 9.4 µM | T-cell receptor (TCR) | 0.37% of 360,000 active | AID 651800, 2012; in the data active = inhibition above about 19%;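 note: recombinant mutant TCR 2C K166C tagged with TAMRA read by polarization; 0% = receptor in buffer alone and 100% = receptor with positive control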
TDP2 absorb – human TDP2 enzyme inhibitors, primary screen, biochemical, epi absorbance, recombinant enzyme | Tyrosyl-DNA phosphodiesterase 2 (Homo sapiens), O95551 | T5PNP hydrolysis, p-nitrophenol absorbance 415 nm | inhibition, % at 12.8 µM | 0.34% of 370,000 active;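 active = inhibition above the mean of all tested compounds plus 3 SD, set per campaign, cut at about 25% in these data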;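 note: 0% = DMSO with enzyme and 100% = buffer with substrate but no TDP2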
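Test system: Human TDP2 enzyme | Reagent: 5 mM T5PNP | Compound dosing: 12.8 µM single point, 1% DMSO | Incubation: Enzyme reaction with compound for 2 h at 37 °C | Technique: p-Nitrophenol epi absorbance | Read-out: % inhibition relative to enzyme-containing and enzyme-free wells | Benchmarks: High control without enzyme, low control DMSO plus TDP2 | Replicates: Singlicate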
An asterisk follows results filed as active. An unsorted share of the library (roughly 4.6% active in at least one column).

SMILES	MBD2 DNA inh	SIAE inh	UHRF1 binding	KLK7 zymogen act	PRMT1 inh	LEDGF integ inh	Tn7 DDE FP	Tn6 DDE FP	TCR-CD3 inh	TDP2 absorb
CN(CCCC(=O)NCc1ccc2c(c1)OCO2)S(=O)(=O)c1ccc([N+](=O)[O-])cc1	1.7	-0.9	-3.7	-0.3	-2.5	4.0	4.4	2.8	5.1	10.3
Cc1cc(C)nc(SCC(=O)c2cc3ccccc3oc2=O)n1	-4.7	4.8	-3.5	0.5	25.2*	-1.6	3.9	9.0	5.1	0.0
O=C(O)c1c(-c2ccccc2)c(-c2ccccc2)nc2ccccc12	-4.2	-4.0	4.4	0.5	-3.1	0.8	-6.8	-1.7	-8.9	-20.3
O=C(OCC(=O)N1CCOCC1)c1cnc(Cl)c(Cl)c1	3.0	-2.0	2.1	-0.7	-2.7	4.6	-4.6	1.2	-7.4	-1.6
COc1cc(C)nc(NC(=O)COc2ccc(Cl)cc2C)n1	2.0	-2.8	1.9	1.1	-2.6	-0.2	-6.2	9.2	3.9	-7.9
COc1cccc2sc(NNC(=O)C3COc4ccccc4O3)nc12 (configuration not stated)	1.6	4.3	-0.5	-0.5	4.2	-7.0	6.3	-6.5	-7.1	-4.9
O=[N+]([O-])c1ccc(O)c(/C=N/Nc2ccccc2[N+](=O)[O-])c1	-3.4	3.5	-1.2	-0.1	-1.7	0.2	7.1	-1.6	-1.6	-2.1
COCc1c(C(=O)OCc2nc(N)nc(Nc3ccccc3C)n2)oc2ccccc12	4.4	-5.2	-2.9	0.7	1.1	1.9	-4.1	-3.3	3.9	5.0
CCC1(C(N)=O)CC2C=CC1C2 (configuration not stated)	-0.3	0.1	0.7	0.6	1.7	-2.9	-1.7	-6.0	0.7	-2.2
O=C(O)c1cccc(Cn2cc(Cl)cn2)c1	1.3	-2.1	1.8	-0.8	-0.6	-1.6	3.3	9.7	-1.2	-6.6
CSc1nc2nccc(-c3ccc4c(c3)OCO4)n2n1	2.7	11.4	-3.0	4.2	-0.2	4.8	-4.5	3.0	1.3	5.0
CCS(=O)(=O)Nc1ccc(C2=NN(C(=O)c3ccccc3)C(c3cccs3)C2)cc1 (configuration not stated)	3.9	-1.8	17.8	0.2	4.7	1.5	7.0	-21.0	-6.5	1.9
COc1ccccc1N(C)S(=O)(=O)c1ccc(C(=O)N(CC(N)=O)C(C)C)cc1	5.2	3.1	8.3	-0.3	0.9	4.2	0.5	-0.4	-2.4	-10.8
COc1ccc(N=Nc2c(C)[nH]c3ccccc23)cc1	-0.7	8.3	2.8	2.9	17.4	-5.4	-0.7	0.8	-2.1	10.3
Cc1ccc(OCC(=O)c2cc(C)n(C)c2C)c([N+](=O)[O-])n1	-1.2	3.4	-0.8	0.3	7.7	1.7	-3.6	2.0	1.3	-3.0
COCC1OS(=O)(=O)NC(CC(=O)SC(C)(C)C)C1C (configuration not stated)	1.1	6.4	-2.9	0.1	0.3	-2.3	5.9	1.7	7.3	10.4
O=C(N/N=C/c1ccc([N+](=O)[O-])o1)C(O)c1ccccc1 (configuration not stated)	-4.2	-5.4	-2.6	-0.1	9.2	1.1	0.5	-3.0	4.2	2.3
CC(C)NC(=O)c1cccc(Cn2cc(Cl)cn2)c1	0.7	-4.5	2.8	0.6	0.7	0.7	1.7	2.3	4.9	8.7
O=C(NCc1cnc2ccccn12)C1CCC(=O)N(Cc2ccccc2F)C1 (configuration not stated)	-0.8	-5.3	-1.1	-0.1	-1.8	16.7*	2.9	5.9	-3.2	6.0
CC(=O)Nc1cccc(NC(=O)c2cc(-c3cccnc3)nc3ccc(Cl)cc23)c1	1.9	-20.6	-4.4	-6.7	-0.8	2.9	4.3	-4.1	4.2	2.7
NC(c1ccccc1)c1csc(NC(=O)NCCc2ccccc2)n1 (configuration not stated)	-3.8	-6.3	2.9	-0.8	-3.0	2.2	-2.7	-10.7	-4.8	4.0
CCCCCC(=O)N1CC2(C)CN(C(=O)CCCCC)CC(C)(C1)C2=O	15.5*	1.5	23.0*	0.0	3.5	6.1	-2.4	8.4	-3.0	6.8
O=C(c1ccc(-c2nnc(Nc3cccc(Cl)c3)c3ccccc23)cc1)N1C[C@H]2C[C@H](C1)c1cccc(=O)n1C2	4.5	-3.6	8.9	2.9	-2.5	2.1	-4.1	3.8	-0.2	-10.5
Cc1noc(C)c1CSc1nc2sc(C)c(C)c2c(=O)n1-c1ccccc1	3.5	-7.8	3.6	0.1	1.0	-3.1	-0.5	-10.1	0.7	-13.5
CC(C(=O)N1c2ccc(F)cc2CCC1C)N1C(=O)c2ccccc2C1=O (configuration not stated)	0.7	1.1	4.1	0.3	-0.1	1.5	7.4	4.2	3.3	-4.9
COCCNC(=O)C(=O)N/N=C/c1cccs1	1.1	-1.6	-0.1	-0.5	-5.0	3.7	5.0	-3.2	0.9	-11.5
Cc1ccc(S(=O)(=O)N2CCN(C(=O)c3cc(=O)[nH]c4ccccc34)CC2)c(C)c1	-2.4	1.6	0.1	0.5	1.7	0.1	0.7	11.1	1.3	-2.7
Cc1nnc(NC(=O)CCCN2C(=O)c3ccccc3C2=O)s1	2.4	-2.5	-15.8	-0.2	-3.4	-0.3	0.5	5.0	-3.7	8.1
CCCCCCNS(=O)(=O)c1ccc(Cl)s1	1.1	-1.9	3.8	-0.3	4.0	1.2	0.6	0.4	-3.9	-10.0
O=S1(=O)C[C@@H](N2CCN(CCO)CC2)[C@H](COCc2ccccc2)N1	-1.2	1.0	1.1	0.6	1.8	-4.1	0.5	-1.1	-0.1	-3.7
CC(C)(C)C(=O)Nc1c2c(nn1-c1ccc(F)cc1)CSC2	-0.2	-1.0	-2.4	-0.6	2.2	1.6	4.8	8.7	2.2	0.6
COc1ccc(C(=O)N2CCC(C(=O)Nc3ccc(OC)c(OC)c3)CC2)cc1	-1.8	5.5	0.7	0.1	-1.4	-1.5	-0.6	-9.7	-1.6	6.8
CCOC(=O)c1ccc(S(=O)(=O)NC2CCCCCCC2)n1C	-2.3	2.4	-3.2	0.6	0.6	-0.8	-1.5	-1.9	-1.5	14.1
Cc1ccc2[nH]c3c(NCc4ccccc4)ncnc3c2c1	7.3	24.1*	0.6	0.4	1.6	-1.3	4.1	-6.4	1.1	-2.7
CN(C)S(=O)(=O)Nc1ccc(C(=O)O)cc1	-2.3	3.2	0.7	0.6	-2.7	-0.6	-2.3	3.4	3.6	9.4
c1ccc(-c2cn3nc(-c4ccccc4)c(-c4ccccc4)nc3n2)cc1	0.9	-9.2	0.4	-135.2	4.5	-3.5	5.2	-6.5	-7.4	-1.6
O=C(Nc1ccc2c(c1)OCO2)NC1(C(F)(F)F)Oc2ccccc2O1	-3.8	4.4	-2.8	1.1	21.9*	-2.7	1.7	0.8	-3.5	-9.4
CCN1CCN(c2ccc(S(=O)(=O)N3CCOCC3)cc2NC(=O)c2cc(Cl)nc3ccccc23)CC1	-1.6	-6.3	-0.3	0.3	-9.8	2.9	-6.0	-1.1	2.8	-13.2
COC(=O)c1c(-c2ccc(OC)cc2)c2c(c3c4cc(OC)ccc4n(S(=O)(=O)c4ccc(F)cc4)c13)C(=O)N(C)C2	0.7	-4.6	-4.8	-0.5	0.2	1.1	-2.8	-8.8	-4.9	-2.9
CC(O)[C@H]1CNC(=O)C(=O)N1CCCCC1CCCCC1 (some centres not stated)	3.8	4.9	-0.9	0.4	0.3	-2.0	-2.4	5.0	4.3	1.0

Grouped by structure, those above with a furan ring, fused or not
SMILES	MBD2 DNA inh	SIAE inh	UHRF1 binding	KLK7 zymogen act	PRMT1 inh	LEDGF integ inh	Tn7 DDE FP	Tn6 DDE FP	TCR-CD3 inh	TDP2 absorb
COCc1c(C(=O)OCc2nc(N)nc(Nc3ccccc3C)n2)oc2ccccc12	4.4	-5.2	-2.9	0.7	1.1	1.9	-4.1	-3.3	3.9	5.0
O=C(N/N=C/c1ccc([N+](=O)[O-])o1)C(O)c1ccccc1 (configuration not stated)	-4.2	-5.4	-2.6	-0.1	9.2	1.1	0.5	-3.0	4.2	2.3

(further entries)
SMILES	MBD2 DNA inh	SIAE inh	UHRF1 binding	KLK7 zymogen act	PRMT1 inh	LEDGF integ inh	Tn7 DDE FP	Tn6 DDE FP	TCR-CD3 inh	TDP2 absorb
Cc1ccccc1C(=O)N1CCC(C(=O)Nc2ccccn2)CC1	-1.9	1.4	3.5	-0.8	3.4	-4.1	2.4	44.1*	-0.4	-5.2
O=C(Nc1ccc(N2CCOCC2)c(S(=O)(=O)Nc2ccccc2Cl)c1)c1ccccc1	-0.2	-37.8	-0.1	0.2	3.0	-3.8	0.1	-7.6	-3.9	-5.1
CC(=O)Nc1ccc(S(=O)(=O)NCCC(=O)OCC(=O)NNC(=O)c2ccccc2)cc1	0.3	14.3	1.5	0.2	1.6	-2.0	-1.6	8.9	-5.2	-5.8
CC(C)(C)NC(=O)Cn1nnc(-c2ccc(S(C)(=O)=O)cc2)n1	1.8	2.0	2.5	0.4	1.4	0.2	3.5	-6.2	-8.8	3.0
CC(=O)Nc1cc(-c2ccc(N3CCN(C)CC3)cc2)cn2c(-c3cccc(C(=O)N(C)C)c3)cnc12	6.7	2.6	1.0	0.9	-6.4	5.9	-5.0	-13.7	6.1	-5.5
CC(C)c1nc2ccccc2n1CC(O)COC1CCCCC1 (configuration not stated)	0.6	-3.9	1.8	-0.3	0.4	0.2	-1.4	4.5	3.6	-8.9
Cc1ccc(N/C(C(Cl)=C(Cl)Cl)=C(/Cl)[N+](=O)[O-])c(C)c1	-2.0	2.2	-0.6	0.3	2.8	-1.5	-6.0	6.0	-5.5	-7.9
Cc1ccc(S(=O)(=O)N(C)c2ccc(N)cc2)cc1	-4.9	5.1	-0.1	-0.4	0.0	7.8	0.1	0.5	-6.8	-9.8
CN1CCN(C(=O)c2ccc(Cn3cc(Cl)cn3)o2)CC1	-1.9	1.9	0.3	-0.5	3.5	3.9	-4.3	-2.5	3.1	-9.2
Cc1cc(C)n(CCNC(=O)CCc2nnc(CCc3ccccc3)o2)n1	-0.1	5.0	-0.5	0.4	-0.2	-0.7	5.3	2.4	0.6	7.5
CN(CCO)c1ccc2c(c1)OC[C@@H](Cc1ccccc1)NS2(=O)=O	1.7	0.3	-1.5	0.3	-3.5	4.7	2.6	-2.9	2.8	7.8
